Screening results deposited in PubChem by Sanford-Burnham Center for Chemical Genomics.
SENP6 block = SENP6 protease inhibition. inhibition, % at 10 µM. 330,000 tested, 1.8% active. AID 2599. Recombinant SENP6 catalytic domain, aminoluciferin luminescence;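 active = inhibition above about 50% at the single tested dose, limit read from the data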;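 also: plate controls were DMSO wells with enzyme for no effect and DMSO wells lacking enzyme for full effect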
SENP7 block = inhibitors of human SENP7 protease | Q9BQF6 | recombinant SENP7, Z-RLRGG-aminoluciferin luminescence, 40 min | inhibition, % at 5 µM | 330,000 tested, 1.5% active | AID 434973;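 active = inhibition above about 50% at the single test dose, limit read from the data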;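 also: plate controls were DMSO with enzyme for no effect and no enzyme buffer wells for full effect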
Target sequence (Q9BQF6 706-1050 limits assumed): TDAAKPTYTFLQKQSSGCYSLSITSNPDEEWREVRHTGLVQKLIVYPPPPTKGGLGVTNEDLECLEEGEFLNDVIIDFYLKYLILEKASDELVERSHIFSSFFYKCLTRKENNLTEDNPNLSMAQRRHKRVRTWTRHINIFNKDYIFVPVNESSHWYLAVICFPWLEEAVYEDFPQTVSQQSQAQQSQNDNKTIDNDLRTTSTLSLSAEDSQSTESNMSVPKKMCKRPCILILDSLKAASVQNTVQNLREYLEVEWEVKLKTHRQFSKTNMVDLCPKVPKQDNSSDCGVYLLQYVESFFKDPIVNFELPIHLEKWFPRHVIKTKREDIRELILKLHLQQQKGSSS
PfGluPho inh = PfG6PD (Plasmodium falciparum) enzyme inhibition; PfGluPho enzyme, NADPH resazurin-diaphorase fluorescence; inhibition, % at 20 µM; 350,000 tested, 0.78% active; AID 504690;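 active = inhibition reaching at least a set limit at 20 µM in the primary screen, cut at about 59% in these data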;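 also: 0% = DMSO wells with substrate and 100% = DMSO wells lacking glucose-6-phosphate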
NALP3 yeast inh = inhibitors of NALP3 inflammasome in yeast; Yeast reconstituted NLRP3/ASC/caspase-1, beta-gal luminescence, 24 h; AID 2825; 330,000 tested, 0.39% active; inhibition, % at 10 µM;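 active = inhibition of 50% or more; inactive = inhibition below 50%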;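 also: plate controls were induced DMSO wells for no effect and uninduced yeast grown without galactose for full effect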
SENP8 block-1 = SENP8 (human) protease inhibition. Q96LD8. recombinant SENP8, Nedd8 substrate fluorescence. inhibition, % at 20 µM. 360,000 tested, 0.64% active. AID 602440; in the data active = inhibition mostly above about 40%, no sharp cut-off; inactive = mostly below about 27%
Target sequence (Q96LD8 whole entry, looked up): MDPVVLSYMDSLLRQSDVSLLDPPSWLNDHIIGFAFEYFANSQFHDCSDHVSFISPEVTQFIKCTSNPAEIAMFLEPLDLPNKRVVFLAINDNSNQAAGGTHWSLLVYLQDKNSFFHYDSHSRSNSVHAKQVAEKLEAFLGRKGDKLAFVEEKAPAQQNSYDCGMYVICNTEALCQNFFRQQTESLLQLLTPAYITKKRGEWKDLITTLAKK
HKDC1 inh = HKDC1 (human) hexokinase inhibition. recombinant HKDC1, G6PDH/diaphorase resazurin coupled fluorescence. inhibition, % at 20 µM. 340,000 tested, 0.16% active;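 active = inhibition above about 35% when tested at 20 µM, limit read from the data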;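 also: plate controls were DMSO wells with enzyme for no effect and DMSO wells lacking enzyme for full effect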
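Test system: HK5 enzyme. Quantity: 5 µg/mL HK5 final. Reagent: glucose and ATP substrates. Schedule: 90 min reaction incubation at room temperature, dark. Technique: resazurin-to-resorufin fluorescence via G6PDH and diaphorase coupling, 525/613 nm. Control set: DMSO wells with and without enzyme mix.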
SENP1 FRET inh = inhibitors of human SENP1 SUMO protease catalytic domain; AID 624204; recombinant SENP1 catalytic domain, CyPet-SUMO1-YPet FRET cleavage; 360,000 tested, 0.21% active; inhibition, % at 10 µM; Q9P0U3;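 active = inhibition at least 30% at 10 µM, raw YFP signal under a set limit, fluorescence ratio 0.5 to 1.5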;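 also: 0% = enzyme with DMSO and 100% = no enzyme wells; some results filed as inactive read as strong as hits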
Target sequence (Q9P0U3 419-644 limits assumed): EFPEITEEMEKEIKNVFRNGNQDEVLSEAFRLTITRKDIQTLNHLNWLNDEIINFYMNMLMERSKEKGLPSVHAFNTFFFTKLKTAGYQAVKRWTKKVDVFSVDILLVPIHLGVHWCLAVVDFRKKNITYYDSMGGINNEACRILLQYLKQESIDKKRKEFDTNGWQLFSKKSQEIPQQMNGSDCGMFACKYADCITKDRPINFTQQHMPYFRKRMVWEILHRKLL
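System: Recombinant human SENP1 catalytic domain, His6-tagged | Incubation: Enzyme reaction for 50 min at room temperature, dark | Medium: Tris pH 8 with BME, BSA, NP40 and catalase | Also added: 25 nM SUMO1 FRET substrate | Compound: 10 µM single point, 0.5% DMSO | Measured by: FRET fluorescence in CFP and YFP emission channels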
Apaf-1 inh = inhibitors of human Apaf-1 apoptosome; inhibition, % at 20 µM; 330,000 tested, 0.71% active; reconstituted apoptosome caspase-3 activity, DEVD-Rh110 fluorescence; active = inhibition of at least 40% at 20 µM;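 also: plate controls were DMSO wells for no effect and DEVD-CHO caspase inhibitor wells for full effect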
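Material: cell-free apoptosome with Apaf-1, procaspase-3 and caspase-9; Buffer or medium: Hepes pH 7.5 with detergent and BSA; Reagent: cytochrome c trigger plus (Z-DEVD)2-Rh110 caspase-3 substrate; Times: compound with Apaf-1, dATP, procaspase-3 30 min, then 50 min reaction, room temperature; Technique: Rh110 fluorescence intensity.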
SENP8 block-2 = inhibitors of human SENP8 protease; Q96LD8; purified SENP8, Z-RLRGG-aminoluciferin cleavage, luminescence; inhibition, % at 10 µM; 330,000 tested, 1.2% active; AID 2540; in the data active = inhibition above about 50%
Starred values were filed as active, the others as inactive; x = not tested or not shown.

SMILES | SENP6 block | SENP7 block | PfGluPho inh | NALP3 yeast inh | SENP8 block-1 | HKDC1 inh | SENP1 FRET inh | Apaf-1 inh | SENP8 block-2
CCN(Cc1ccccc1)C(=O)c1cc(COc2c(F)cccc2F)on1 | -5 | -1 | -11 | 7 | 3 | 1 | 1 | 14 | -5
FC(F)(F)c1cccc(Cc2noc(CN3CCCC3)n2)c1 | -6 | 1 | 15 | 0 | 0 | -10 | -4 | 7 | -1
COc1ccc(C)cc1S(=O)(=O)n1cnc2ccccc21 | -6 | 5 | -16 | 5 | 17 | 2 | -1 | 4 | -1
C[C@H](NCc1c[nH]c2ccccc12)c1ccccc1 | 16 | -2 | 1 | 18 | 3 | 2 | 1 | -6 | 4
COc1ccc(CNC(=O)c2ccc(-c3ccccc3)cc2)cc1 | 7 | -4 | -23 | 9 | 9 | -9 | -2 | -6 | -6
Cc1cc(C)cc(C(=O)Nc2cccnc2Cl)c1 | 1 | -5 | -22 | 23 | 7 | -2 | 2 | -7 | -8
COc1ccc(NC(=O)NN(C(=O)c2ccccc2)C(C)(C)C)cc1 | -6 | 0 | 2 | -7 | 7 | -6 | 1 | -2 | -9
CCOC(=O)c1ccc(N2C(=O)CC(NNC(=O)c3ccc(Br)s3)C2=O)cc1 (stereo unspecified) | -13 | 6 | -31 | 6 | 19 | 4 | 2 | 10 | -9
Cc1ccc(C)c(S(=O)(=O)N2CCN(C(=O)Cn3[nH]c(=O)c4ccccc4c3=O)CC2)c1 | 8 | -2 | 1 | 7 | 6 | -13 | 3 | 5 | 9
O=C(Oc1ccc2c(c1)OCO2)c1cccs1 | 43 | 26 | 0 | 3 | 26 | 4 | 1 | -3 | -4
Cc1ccc(CNC(=O)C2CCC(=O)N(C3CC3)C2)cc1 (stereo unspecified) | 0 | -3 | 8 | 6 | 5 | 1 | 0 | -1 | 0
COc1ccc(C(=O)N(Cc2ccco2)Cc2cc3cc(C)ccc3[nH]c2=O)cc1OC | 9 | 6 | -7 | 6 | -122 | -6 | -2 | 15 | -4
CC(=O)c1c(O)c2cccc3c2n(c1=O)CCC3 | -23 | -5 | 16 | 18 | -95 | 3 | -13 | 15 | -7
COc1cc(NC(=O)c2cccnc2)c(Cl)cc1NC(=O)c1ccccc1 | 0 | 1 | 25 | 22 | 2 | -1 | 2 | 1 | 9
O=C1/C(=C/c2ccncc2)SC(=S)N1N1CCOCC1 | -15 | 0 | 10 | 30 | 26 | -26 | 4 | -5 | -8
O=[N+]([O-])c1cc(Cl)ccc1-c1nc(-c2ccccc2)no1 | x | x | 12 | x | 13 | -4 | 2 | x | x
Cc1cc(C)c(NC(=O)CN(c2ccccc2)S(=O)(=O)N(C)C)c(C)c1 | -10 | 5 | -10 | 18 | 4 | -5 | -1 | -20 | -7
O=C(Nc1ccc(F)cc1)c1nsc(Cl)c1Cl | 94* | 83* | -7 | 10 | 32 | -6 | 1 | -2 | 84*
COC(=O)c1ccccc1NC(=O)CSc1nnnn1CC(=O)O | -20 | -7 | -12 | 14 | 6 | 0 | 2 | 0 | -3
CN(C)CCCN(C(=O)c1ccc(S(=O)(=O)N2CCCCC2)cc1)c1nc2cc3c(cc2s1)OCO3 | 4 | 5 | 9 | 13 | 15 | 1 | 0 | 42* | 8
N#C/C(=C/c1ccc(N2CCCCC2)cc1)c1cccc(F)c1 | 49 | 8 | 19 | 8 | 14 | 4 | -89 | 17 | 2
COc1ccc(Br)cc1CN(C)C(C)C(=O)Nc1cccc(C(C)=O)c1 (stereo unspecified) | 2 | 6 | -19 | 29 | 1 | 2 | 0 | 17 | -4
C=CCOC(=O)C1=C[C@H](c2ccc(C(F)(F)F)cc2)[C@@H](CCCO)[C@H](OCC)O1 | -2 | 1 | 26 | 0 | 20 | -3 | 2 | 23 | 5
CCOC(=O)c1c(NC(=O)CCC(=O)N(CC)CC)sc2c1CC(C)(C)OC2 | -25 | 0 | -18 | -3 | -5 | -2 | 6 | -2 | -11
O=C1CN(c2nc(-c3ccccc3)c3cc(Cl)ccc3n2)c2ccccc2N1 | 2 | 4 | -11 | -5 | 6 | 0 | -27 | 19 | -5

Some of the entries so far, with two lines to a compound.
Second line of a record – SENP6 block | SENP7 block | PfGluPho inh | NALP3 yeast inh | SENP8 block-1 | HKDC1 inh | SENP1 FRET inh | Apaf-1 inh | SENP8 block-2
- O=[N+]([O-])c1cc(Cl)ccc1-c1nc(-c2ccccc2)no1
    x | x | 12 | x | 13 | -4 | 2 | x | x
- Cc1cc(C)c(NC(=O)CN(c2ccccc2)S(=O)(=O)N(C)C)c(C)c1
    -10 | 5 | -10 | 18 | 4 | -5 | -1 | -20 | -7
- O=C(Nc1ccc(F)cc1)c1nsc(Cl)c1Cl
    94* | 83* | -7 | 10 | 32 | -6 | 1 | -2 | 84*
- COC(=O)c1ccccc1NC(=O)CSc1nnnn1CC(=O)O
    -20 | -7 | -12 | 14 | 6 | 0 | 2 | 0 | -3
- CN(C)CCCN(C(=O)c1ccc(S(=O)(=O)N2CCCCC2)cc1)c1nc2cc3c(cc2s1)OCO3
    4 | 5 | 9 | 13 | 15 | 1 | 0 | 42* | 8
- N#C/C(=C/c1ccc(N2CCCCC2)cc1)c1cccc(F)c1
    49 | 8 | 19 | 8 | 14 | 4 | -89 | 17 | 2
- COc1ccc(Br)cc1CN(C)C(C)C(=O)Nc1cccc(C(C)=O)c1 (stereo unspecified)
    2 | 6 | -19 | 29 | 1 | 2 | 0 | 17 | -4
- C=CCOC(=O)C1=C[C@H](c2ccc(C(F)(F)F)cc2)[C@@H](CCCO)[C@H](OCC)O1
    -2 | 1 | 26 | 0 | 20 | -3 | 2 | 23 | 5
- CCOC(=O)c1c(NC(=O)CCC(=O)N(CC)CC)sc2c1CC(C)(C)OC2
    -25 | 0 | -18 | -3 | -5 | -2 | 6 | -2 | -11
- O=C1CN(c2nc(-c3ccccc3)c3cc(Cl)ccc3n2)c2ccccc2N1
    2 | 4 | -11 | -5 | 6 | 0 | -27 | 19 | -5

Continued:
SMILES | SENP6 block | SENP7 block | PfGluPho inh | NALP3 yeast inh | SENP8 block-1 | HKDC1 inh | SENP1 FRET inh | Apaf-1 inh | SENP8 block-2
COC(=O)C1=C(C)N(Cc2ccco2)C(=O)N[C@@H]1c1ccco1 | -11 | -2 | 13 | 17 | 8 | 1 | 0 | 3 | 0
CN(C(=O)c1cccc(NC(=O)c2ccco2)c1)c1ccccc1 | -2 | -7 | -8 | 3 | 8 | -4 | 1 | -6 | 9
COc1ccc(NC(=O)NCc2ccc3c(c2)OCO3)cc1 | 5 | 3 | 4 | 14 | 16 | -7 | 3 | -12 | 6
O=C(NCc1cccs1)C1CC(=O)N(c2ccc(Cl)cc2)C1 (stereo unspecified) | -4 | -3 | 4 | 22 | -2 | -13 | 2 | -4 | -5
COc1cc(OC)cc(-c2n[nH]c(=S)n2-c2cc(OC)ccc2OC)c1 | -8 | -3 | 42 | 6 | -23 | -9 | 0 | 0 | -9
COc1ccc(-c2cc3c(=O)n(CC(=O)NCc4ccc(F)cc4)ncn3n2)cc1 | 4 | -2 | 7 | 9 | -108 | -8 | 0 | -6 | 7
COc1ccccc1N1C(=S)NC2CS(=O)(=O)CC21 (stereo unspecified) | -23 | 9 | 5 | 14 | 24 | -2 | 0 | -8 | -4
C/C(CCC1CC(C)OC1=O)=N\NC(N)=O (stereo unspecified) | -10 | -3 | -4 | 15 | 16 | -2 | 1 | -1 | -10
Cc1ccccc1N1OC2C(=O)N(c3ccc(F)cc3)C(=O)C2C1c1ccccn1 (stereo unspecified) | -23 | 4 | 7 | -3 | 8 | -9 | 1 | -6 | -1
Cc1occc1-c1nnc(SCC(=O)Nc2nccs2)n1Cc1ccco1 | -4 | -2 | 12 | 4 | 18 | -4 | -5 | 0 | 4
c1ccc2c(c1)COC(CN1CCCCC1)OC2 | -2 | 2 | 3 | -4 | -2 | -11 | 1 | 0 | 2
CC1CCN(C(=O)COC(=O)c2ccc([N+](=O)[O-])o2)CC1 | 11 | 6 | 11 | 14 | 39 | 1 | -2 | 2 | 6
O=C(Nc1ccccc1Oc1ccccc1)c1cc([N+](=O)[O-])ccc1Cl | -2 | 8 | -12 | 17 | 13 | -3 | 1 | 3 | 0
O=C(O)C=C1C2CC3CC(C2)CC1C3 | 1 | -4 | -7 | 10 | 4 | -10 | -1 | -14 | -5
c1ccc(Sc2ncnc3c2oc2ccccc23)cc1 | -32 | 16 | 0 | 18 | -8 | 1 | 1 | 18 | 8
CN1C(=O)/C(=C/c2ccco2)SC1=Nc1cccc(C(=O)O)c1 | -11 | -5 | -23 | 3 | 21 | -5 | 6 | 20 | -7
COc1cc(OC)cc(C(=O)NCC(=O)OCC(=O)C(C)(C)C)c1 | 8 | -7 | -23 | -4 | 25 | -7 | 3 | -10 | -3
Cc1nn(CCOc2ccccc2)c(=O)n1-c1cccc(F)c1 | -10 | -6 | 1 | 4 | 7 | -13 | 4 | 10 | -10
COc1cccc(CN2CCN(Cc3cc(OC)c(OC)cc3OC)CC2)c1 | -4 | -7 | -7 | -2 | 15 | 3 | 7 | 4 | -7
CCOc1ccc(CC(=O)NCCS(=O)(=O)N2CCN(c3ccccc3)CC2)cc1 | -3 | 2 | -1 | 12 | 6 | -4 | 1 | 6 | 6
Cc1ccc(C(C(=O)NC2CCCCC2)N(Cc2ccco2)C(=O)Cc2c[nH]c3ccccc23)o1 (stereo unspecified) | -2 | 0 | 29 | 12 | 8 | 0 | -7 | 27 | 1
COc1ccccc1NS(=O)(=O)c1ccc(N/N=C/C=C/c2ccccc2[N+](=O)[O-])c([N+](=O)[O-])c1 | 8 | 5 | -10 | 16 | 34 | 12 | 5 | 2 | 2
Cc1ccc(Cn2c(SCC(=O)NCc3ccco3)nc3ccsc3c2=O)cc1 | 0 | 0 | -6 | 25 | 14 | -6 | -1 | -4 | 1
Cc1sc2ncn(CC(=O)NCc3ccco3)c(=O)c2c1-c1ccccc1 | -3 | 1 | 7 | -11 | 24 | -10 | 0 | -15 | -1
CN(Cc1ccccc1)C(=O)c1ccc(NC(=O)Cc2ccc(NC(=O)C3CCCN(C(=O)C4CCC4)C3)cc2)cc1 (stereo unspecified) | x | x | -8 | x | -1 | -4 | 1 | x | x
COc1ccc(-n2c(Cc3cccn3C)nnc2SCC(N)=O)cc1 | -5 | -7 | 6 | 23 | 11 | -4 | 2 | -6 | -6
Cc1nn(-c2ccccc2)c(C)c1C(=O)OCC(=O)c1c(N)n(CC(C)C)c(=O)n(C)c1=O | 3 | 2 | -8 | -3 | 10 | 0 | 1 | 17 | -2
